TNAP activation fold: human TNAP enzyme activators, primary screen, biochemical, luminescent, no phosphate acceptor, uHTS (AID 1001). purified TNAP, luminescent activation assay, no phosphate acceptor; higher activation fold means a stronger effect. one-dose activation fold at 20 µM; EC50 in µM for titrated hits. actives 0.03% (n = 200,000); in the data active means activation fold from about 3, or a potency from the dose series; inactive means the rest, 99 in 100 with activation fold below about 1.6; further: many of its hits are not listed in these tables
UTI89 phage lysis: inhibition of K1F phage lysis, E. coli UTI89, bacterial capsule biogenesis inhibitors, alamar blue (AID 488966) | one-dose inhibition, % at 100 µM; IC50 in µM for titrated hits | E. coli UTI89 K1F phage lysis, alamar blue, 2 h; higher % means a stronger effect | actives 0.02% (n = 340,000);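 active means phage lysis inhibition, versus mean bacterial control, above a set limit; inconclusive means no clear call, values can overlap the other calls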;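 further: capsule biogenesis inhibitors block K1F phage lysis so surviving cells raise fluorescence; higher fluorescence means more inhibition of phage lysis; actives were called in the ten point dose series up to 300 µM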
PMI inhibition: MPI inhibition at elevated mannose 6-phosphate – biochemical, fluorescence intensity, high mannose 6-phosphate, primary screen (AID 1220). actives 0.66% (n = 190,000). inhibition, % at 20 µM; hits with a dose series show IC50 in µM. recombinant PMI enzyme, coupled fluorescence intensity; higher % means a stronger effect
P. falciparum M1AAP: malaria alanyl aminopeptidase activity blockers – biochemical, fluorogenic H-Leu-NHMec substrate, 1536-well (AID 1445); actives 0.42% (n = 220,000); recombinant M1AAP, H-Leu-NHMec fluorogenic kinetic assay; higher % means a stronger effect; inhibition, % at 30 µM; hits with a dose series show IC50 in µM;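 active means primary inhibition above the hit cutoff, then over 50% inhibition at one or more dose response concentrations, cut at about 23% in these data, passing the limit was not always enough; inconclusive means conflicting primary data, or primary hits not chosen for dose response; inactive means low primary inhibition, or under 50% at every dose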;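 further: plate controls were DMSO full reaction for no effect and no enzyme background for full effect; strong numbers were not always called active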
T cell modulator: T cell immune modulators affecting CD8 T cell-vesicle binding | 2C CD8+ T cell-vesicle binding, flow cytometry; stronger effect = lower value | calls only at 7 µM | actives 0.068% (n = 330,000) | AID 2052;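 active means response, share of CD8 T cells binding vesicles, and their 90th percentile fluorescence all below set limits, cut at about 80% in these data, passing the limit was not always enough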
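Also added: QL9-peptide-loaded Drosophila micro-vesicles bearing Ld, ICAM-1 and B7-1; Test system: purified 2C TCR transgenic mouse naive CD8+ T cells; Measured by: cytometric PE anti-B7-1 and Alexa647 anti-CD8 signals after 1% paraformaldehyde fixation; Timing: binding step 1.5 h, 37 °C, antibody labelling 20 min, ice.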
human PMI inhibition: MPI enzyme activity inhibition – biochemical, fluorescence intensity, coupled assay, primary screen (AID 1209); purified PMI enzyme, coupled fluorescence intensity; higher % means a stronger effect; one-dose inhibition, % at 20 µM; IC50 in µM for titrated hits; actives 0.42% (n = 190,000);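 further: plate controls were DMSO vehicle for no effect and wells lacking substrate for full effect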
RSV antiviral HEp-2: inhibition of RSV-induced cytopathic effect – HEp-2 cells, primary 10 µM value included (AID 2391); HEp-2 cells, RSV-induced CPE inhibition; higher % means a stronger effect; one-dose CPE inhibition, % at 10 µM; IC50 in µM for titrated hits; actives 0.13% (n = 310,000); in the data active means a potency from the dose series; inconclusive means CPE inhibition mostly from about 23% at the one dose, without a potency; inactive means the rest, 99 in 100 with CPE inhibition below about 21%; further: strong numbers were not always called active
M17LAP inhibition: P. falciparum M17LAP inhibitors, primary screen, biochemical, fluorogenic H-Leu-NHMec substrate, 1536-well (AID 1619); recombinant M17LAP, H-Leu-NHMec fluorogenic kinetic assay; higher % means a stronger effect; inhibition, % at 30 µM, or IC50 in µM where a hit was titrated; actives 0.38% (n = 220,000);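 active means compound inhibiting the enzyme by more than half at any dose during confirmatory dose-response retesting; inconclusive means strong single-dose inhibitors picked by rank but not retested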;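 further: plate controls were full reaction with DMSO carrier for no effect and no enzyme background for full effect; strong numbers were not always called active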
West Nile antiviral: inhibition of WNV-induced cytopathic effect – cell-based, CPE readout (AID 1621). West Nile virus-infected cells, CPE inhibition; higher % means a stronger effect. CPE inhibition, % at 10 µM; hits with a dose series show IC50 in µM. actives 0.02% (n = 290,000); in the data active means a potency from the dose series; inconclusive means CPE inhibition mostly from about 3.7% at the one dose, without a potency; inactive means the rest, 99 in 100 with CPE inhibition below about 2.2%; further: strong numbers were not always called active
T cell modulator vesicle-bound %: also measured in T cell modulator; calls as there; double positive events, %; measured here: CD8+ vesicle-bound cell fraction;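 binding gate set so that unloaded-vesicle control wells show 10% double positive cells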
Numbers without * were called inactive; i = inactive; ? = inconclusive; / = not tested or not shown; [ ] = dose if it differs, or a comment. Unless noted, no stated cut-off is given here; in the data, active means inhibition above about 50%; inactive means the rest.

Each structure is followed by: P. falciparum M1AAP | T cell modulator vesicle-bound % | PMI inhibition | human PMI inhibition | West Nile antiviral | UTI89 phage lysis | T cell modulator | TNAP activation fold | M17LAP inhibition | RSV antiviral HEp-2
COc1ccc(C(CC(=O)c2ccccc2)CC(=O)c2ccccc2)cc1
  3% | 24 | / | / | -0.8% | -1.3% | i | / | 2% | 3.3%
COc1ccccc1C(O)(C(=O)NN(C(=O)c1ccccc1)c1ccccc1C)c1cccs1 (stereo not drawn)
  22% | 36 | -2% | -3% | 0.0% | 3.5% | i | 1.2 | -3% | 5.1%
COc1ccccc1C(=O)C1CCCN(C(=O)c2cccnc2SC)C1 (stereo not drawn)
  0% | 46 | -7% | 1% | -0.2% | 0.1% | i | 1.1 | 9% | 1.9%
CCc1ccc(CN2CCN(c3ncccn3)CC2)cc1
  / | 51 | / | / | -0.7% | 0.8% | i | / | / | 14%
COc1cc2c(cc1OC)C(C(=O)NC(C)c1ccccc1)CC(=O)N2 (stereo not drawn)
  / | 36 | / | / | -0.3% | 0.2% | i | / | / | 0.8%
CCOC(=O)Nc1ccc(C)cc1Br
  -3% | 54 | -4% | -8% | 0.1% | 0.4% | i | 1.1 | -4% | 1.9%
CCOc1ccc(-c2cc(CCCC(=O)NCCC(C)C)no2)cc1
  4% | 52 | -5% | -1% | -1.3% | 3.5% | i | 1.2 | 4% | 17%
Cc1ccc(C)c(NS(=O)(=O)c2ccc(OCC(=O)N3CCCC3)cc2)c1
  -1% | 51 | 1% | 4% | -0.1% | 0.2% | i | 1.1 | 2% | 0.0%
CCN1CCN(CCOCCOc2ccccc2)CC1
  / | 61 | / | / | 0.0% | 1.3% | i | / | / | 0.2%
O=C(O)CCCCCNc1nc(-c2ccccc2)nc2ccccc12
  / | 46 | / | / | 1.3% | 0.0% | i | / | / | 3.2%
COC(=O)c1ccc(COc2ccc(C=O)cc2)o1
  / | 35 | / | / | 0.0% | 0.5% | i | / | / | -0.2%
O=C(CCc1ccccc1)N/N=C/c1cccc([N+](=O)[O-])c1
  7% | 39 | -3% | 4% | -0.6% | -0.4% | i | 1 | -1% | ?
O=C(NCCCn1cccn1)C1CCC(=O)N(CCc2ccccc2)C1 (stereo not drawn)
  / | 19 | / | / | -0.5% | 0.0% | i | / | / | -0.5%
CCOc1ccccc1NC(=O)CNC(=O)c1nn(-c2ccc(OC)c(OC)c2)c(=O)c2ccccc12
  / | 16 | / | / | 0.1% | -0.1% | i | / | / | 2.2%
O=C(NCc1cccc(F)c1)c1ccc(N2C(=O)Cn3c(cc4sccc43)C2=O)cc1
  3% | 47 | 12% | 16% | -0.7% | 1.6%[50 µM] | i | 1.1 | -11% | 1.8%
CCc1ccccc1NC(=O)Nc1ccc(F)cc1
  1% | 60 | 10% | 10% | -0.7% | 0.2% | i | 1.1 | -2% | 1.4%
Cc1sc2nc3n(c(=O)c2c1C)CCCS3
  4% | 28 | 16% | 16% | 0.1% | 2.8% | i | 1 | -1% | 1.9%
Cc1ccc(C(=O)Nc2ccc(N3CCN(C)CC3)cc2)cc1
  / | 44 | / | / | -0.4% | 0.0% | i | / | / | -0.7%
CCN(CC)S(=O)(=O)c1ccc(Cl)c(C(=O)OCC(=O)c2c(N)n(C)c(=O)n(C)c2=O)c1
  2% | 17 | / | / | 0.2% | 1.3% | i | / | 8% | 5.3%
CS(=O)(=O)N1CCN(C(=O)C2c3ccccc3Oc3ccccc32)CC1
  9% | 57 | 9% | 14% | / | -0.3% | i | 1.1 | 5% | -0.6%
CCOc1ccccc1NC(=O)c1cccc2ccccc12
  / | 56 | / | / | ? | -0.2% | i | / | / | 4.5%
Cc1ccc2nc(-c3ccc4c(c3)NC(=O)CO4)cn2c1
  11% | 58 | / | / | 0.2% | 0.3% | i | / | 5% | 1.4%
CCOC(=O)c1ccc(NC(=S)N2CCN(S(C)(=O)=O)CC2)cc1
  0% | 22 | -4% | -7% | 0.8% | 0.2% | i | 1 | 2% | -0.7%
COc1ccc(CCN(C)C(=O)CCc2nnc(-c3ccccc3)o2)cc1OC
  -11% | 60 | -2% | -8% | 0.2% | 0.1% | i | 1 | -1% | 1.2%
CC1=C(C(=O)OC(C)C)C(c2ccccn2)n2ncnc2N1 (stereo not drawn)
  4% | 45 | 12% | 12% | 1.1% | 0.1% | i | 1.1 | 20% | -0.1%
O=C(CNC(=O)c1ccco1)OCC(=O)c1cccc2ccccc12
  3% | 25 | 9% | 16% | 0.0% | -0.1% | i | 1 | 8% | /
C=CCOC(=O)C1=C[C@@H](c2coc3ccccc3c2=O)C[C@@H](OCCCCO)O1
  / | 32 | / | / | -0.4% | 0.3% | i | / | / | -0.4%
CCOC(=O)c1cc(-c2ccccc2)sc1NC(=S)Nc1cccc(C)n1
  -6% | 50 | 8% | 18% | -0.3% | 0.0% | i | 1 | -3% | 2.6%
CCCN1CCN(C(=O)c2c(Cl)cnn2C)CC1
  / | 31 | / | / | 0.3% | 2.3%[50 µM] | i | / | / | 1.3%
Cc1cc(C)cc(NC(=O)c2ccc(N3C(=O)C4CCCCC4C3=O)cc2)c1 (stereo not drawn)
  / | 12 | / | / | -0.2% | 0.2% | i | / | / | 2.1%
O=[N+]([O-])c1ccccc1/C=C/C=N/Nc1nc(N2CCCCC2)nc(N2CCCCC2)n1
  9% | 60 | 29% | 39% | -0.3% | 0.3% | i | 1 | -6% | 1.8%
COC(=O)c1ccc(NC(=S)NNC(=O)c2ccccc2)cc1
  2% | 11 | 18% | 31% | 1.1% | 0.0% | i | 2.4 | 1% | 8.4%
CC1(C)CCSC(/C=C/c2ccccc2)=N1
  2% | / | / | / | -1.2% | 0.3% | / | / | -4% | /
O=C(NCCO)C(=O)c1c(-c2ccccc2)cc2ccccn12
  2% | 60 | 10% | 1% | -0.6% | -0.2% | i | 1 | 1% | 0.3%
Cc1ccc(-c2cn(-c3ccc(OC(F)F)cc3)c3[n+]2CCCCC3)cc1
  9% | 50 | / | / | -0.3% | -0.5% | i | / | -4% | 8.2%
Cc1cccc(C)c1NC1=NC(=S)N(c2ccc(N(C)C)cc2)C1(C)C
  14% | 39 | 5% | -1% | / | 0.8% | i | 1 | -5% | -0.2%
CS(=O)(=O)N(CC(=O)N1CCc2ccccc2C1)c1cccc([N+](=O)[O-])c1
  / | 59 | / | / | -0.6% | 0.6% | i | / | / | 4.1%
Cn1c(=O)oc2cc(S(=O)(=O)NCCC(=O)NCc3ccc(F)cc3)ccc21
  / | 14 | / | / | 0.2% | 0.2% | i | / | / | 0.7%
CC(C)C(NC(=O)C1CCCCC1)C(=O)NC1=NCCS1 (stereo not drawn)
  8% | 12 | -1% | 3% | / | 2.1% | i | 1 | -5% | 1.0%
CCOc1ccc(NC(=O)C(=O)NCCN2CCN(C(=O)c3ccc(C)cc3)CC2)cc1
  / | 45 | / | / | -1.3% | 0.2% | i | / | / | 17%
Cc1cccc(C)c1OCC(O)CN1CCN(c2ccccn2)CC1 (stereo not drawn)
  1% | 20 | -19% | -31% | -1.0% | 2.3% | i | 1 | -5% | 0.1%
Oc1ccc(/C=N/n2c(-c3ccccc3)n[nH]c2=S)cc1Br
  / | 44 | / | / | 0.3% | -1.6% | i | / | / | 2.5%
O=C1CN(c2nc(-c3ccccc3)c3ccccc3n2)c2ccccc2N1
  -1% | 13 | 5% | 6% | -1.1% | 0.5%[50 µM] | i | 1.1 | 2% | 3.6%
COCCN(C(=O)C1CC1)c1nnc(-c2cccc(C)c2)s1
  3% | 36 | -4% | -5% | -0.4% | 5.3% | i | 1.1 | 1% | 14%
O=C(Nc1cccc(S(=O)(=O)Nc2ccc(Cl)cc2)c1)c1ccc(Cl)nc1
  8% | 65 | 5% | 16% | ? | -0.4% | i | 1.1 | 0% | 15%
CCOc1ccc(-c2c(=O)n(OCC)c3ccccc3[n+]2[O-])cc1
  / | 36 | / | / | -1.0% | 0.0% | i | / | / | 1.6%
Cc1ccc(C(c2nnnn2CCc2ccccc2)N2CCSCC2)cc1 (stereo not drawn)
  12% | 36 | 0% | 12% | / | 1.1% | i | 1.1 | 5% | 6.0%
COc1ccc(Br)cc1/C=N/N1CCN(Cc2ccccc2Cl)CC1
  / | 20 | / | / | -0.4% | 0.1% | i | / | / | 1.0%
O=S(=O)(NCc1csc(-c2cccs2)n1)c1ccccc1
  1% | 48 | / | / | -0.4% | 0.2% | i | / | -2% | /
COC(=O)c1cc(-c2ccccc2)sc1N
  10% | 27 | 10% | 17% | 1.0% | -0.1% | i | 1.1 | 6% | 4.0%
CC(C)Oc1ccc(-c2cc(=O)[nH]c(=O)[nH]2)cc1
  5% | 39 | 0% | 4% | -0.2% | 0.1% | i | 1.1 | 9% | 1.2%
CCCCCCCCCOC(=O)C1N2C(=O)[C@@H](NC(=O)COc3ccccc3)[C@H]2SC1(C)C (stereo partly drawn)
  / | 28 | / | / | -0.1% | 0.3% | i | / | / | 3.0%
CCOC(=O)Cc1csc(SCC(=O)Nc2cccc(C#N)c2)n1
  6% | 44 | -2% | 2% | -0.2% | 0.2% | i | 1.1 | -9% | 6.8%
COc1ccc(CCNC(=O)c2coc3ccccc3c2=O)cc1OC
  / | 17 | / | / | -0.5% | 0.2% | i | / | / | 0.5%
CC(=Nc1ccccc1)C1=C(O)CC(C)(C)CC1=O
  12% | 49 | -1% | -14% | 0.9% | 1.4% | i | 1 | -4% | 0.6%
Cc1ccc(/C=N/n2c(C)cc(C)c(C#N)c2=O)cc1
  9% | 31 | -4% | -10% | -0.4% | -0.4% | i | 1.1 | 2% | -0.4%
COc1ccc(C(=O)Nc2ncc3c(n2)-c2ccccc2CC3)cc1
  1% | 22 | 14% | 15% | -0.2% | -0.3% | i | 1 | 3% | 7.1%
CCOC(=O)C(=O)N1CCC(C(=O)OCC)CC1
  -2% | 49 | / | / | 0.1% | -0.1% | i | / | 0% | 1.1%
COCCC(=O)N1CCC(Oc2ccc(C(=O)N(C)CCCC3CCCC3)cc2)CC1
  / | 43 | / | / | 0.1% | 0.1% | i | / | / | -0.5%
CC(C)NC(=O)c1ccc(CS(=O)(=O)c2ccc(Br)cc2)o1
  7% | 30 | -5% | -2% | -0.4% | -1.8% | i | 1.1 | 2% | 0.3%
Cc1nc2cc(OCc3cc(C(=O)NC(C)c4cn(C)nc4C)no3)ccc2s1 (stereo not drawn)
  / | 66 | / | / | -0.6% | 0.2% | i | / | / | 6.8%

High-throughput results (PubChem BioAssay)
